Source: PubChem (several laboratories)
Peg3 prom inh: Peg3 promoter-driven luciferase inhibitors, primary screen, cell-based, HeLa, luciferase luminescence; HeLa PEG-Prom luciferase reporter, overnight; inhibition, % at 20 µM; 360,000 compounds, 1.7% hits; AID 588405, 2011;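 active means inhibition of at least 50% at 20 µM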
EBV LMP1 NFkB: EBV LMP1-driven NF-kappaB luciferase reporter inhibitors, primary screen, cell-based, luminescence, single point; 350,000 compounds, 0.69% hits; AID 504558, 2011; inhibition, % at 12.5 µM; LMP1-induced NF-kappaB luciferase reporter cells; in the data active means inhibition above about 41%;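 further: 0% = neutral control wells and 100% = reference inhibitor control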
TRAIL sens C8: viability loss with TRAIL in NB7+C8 cells, primary screen, TRAIL sensitizer project, cell-based, ATPlite luminescence | inhibition (viability loss, TRAIL sensitization), % at 10 µM | 360,000 compounds, 1% hits;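 active means compounds causing at least 50% loss of cell viability in the single-dose screen, relative to plate controls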
NR2E3 ag-1: inhibitors of NR2E3-RetCOR corepressor binding, primary screen, NR2E3 agonist project, biochemical, TR-FRET, GST-NR2E3, biotin-RetCOR; AID 2300, 2010; 320,000 compounds, 0.12% hits; 1536-well; inhibition of corepressor binding, % at 4.78 µM; Photoreceptor-specific nuclear receptor (Homo sapiens), Q9Y5X4;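 active means percent inhibition above the cutoff of mean plus 3 SD of all tested compounds, set per screening campaign, cut at about 20% in these data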;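 further: 0% = DMSO wells and 100% = biotin wells as full block of FRET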
Target sequence (Q9Y5X4 whole entry, looked up): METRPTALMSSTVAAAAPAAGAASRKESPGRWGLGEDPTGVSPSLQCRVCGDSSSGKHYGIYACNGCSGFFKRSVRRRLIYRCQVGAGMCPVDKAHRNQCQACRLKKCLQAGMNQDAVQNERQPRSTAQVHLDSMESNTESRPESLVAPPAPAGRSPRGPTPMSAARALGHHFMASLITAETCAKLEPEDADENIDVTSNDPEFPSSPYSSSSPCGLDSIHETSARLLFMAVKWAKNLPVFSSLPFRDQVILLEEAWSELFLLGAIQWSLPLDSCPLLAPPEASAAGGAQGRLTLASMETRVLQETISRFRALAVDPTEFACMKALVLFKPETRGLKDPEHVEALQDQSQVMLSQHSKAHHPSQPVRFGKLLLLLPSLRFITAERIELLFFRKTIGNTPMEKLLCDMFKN
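Material: NR2E3–RetCOR corepressor complex / Incubation: Compound–protein incubation for 5 h at 4 °C / Dosing: compound at 4.8 µM, single dose / Detection: time-resolved FRET / Benchmarks: high control biotin, low control 0.6% DMSO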
MITF TRPM1 inh: inhibitors of MITF-dependent TRPM1 promoter reporter, primary screen, cell-based, SK-MEL-5, single point, luciferase; SK-MEL-5 TRPM1 promoter luciferase, 24 h; inhibition, % at 12.5 µM; 330,000 compounds, 0.83% hits; AID 488899, 2010;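 active means mean inhibition across replicates of 60% or more, whatever share of single replicates reaches that level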; further: values of inactives mirror those of a sister screen read the other way
Shn3 3UTR inh: reduction of Shn3 3'UTR firefly luciferase signal, primary screen, Schnurri-3 inhibitor project, cell-based, Clone20 osteoblasts, set 2; AID 588674, 2011; 360,000 compounds, 0.52% hits; Clone20 osteoblast Shn3 3'UTR firefly luciferase, 24 h; inhibition, % at 12.5 µM;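 active means mean inhibition of at least 75% with every replicate also reaching 75%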;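 further: 0% = median of neutral control wells and 100% = pilot-screen positive control compound; some compounds past the cut are filed as inactive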
CF NFkB block: inhibitors of PAF-induced NF-kB signaling, primary screen, cell-based, GFP fluorescence, uHTS. inhibition, % at 5 µM. AID 588850, 2011. KKLEB NF-kB-GFP reporter, GFP fluorescence overnight. 360,000 compounds, 0.86% hits;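 active means at least 50% inhibition at 5 µM, scaled per plate between neutral and stimulator controls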;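 further: PAF is a Pseudomonas aeruginosa culture filtrate used as stimulus; plate controls were PAF-stimulated DMSO wells for no effect and unstimulated DMSO wells for full effect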
NR2E3 ag-2: NR2E3 agonists in two-hybrid cells, primary screen, cell-based, luminescence, CHO-S, Gal4-NCOR/VP16-NR2E3; Photoreceptor-specific nuclear receptor (Homo sapiens), Q9Y5X4; luciferase; inhibition of corepressor binding, % at 3.98 µM; 360,000 compounds, 0.35% hits; AID 602229, 2012;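 active means inhibition above the mean of all tested compounds plus 3 SD, cut at about 70% in these data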;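 further: 0% = DMSO with NR2E3 transfected cells and 100% = cells lacking NR2E3 construct; higher means lower luciferase signal from less NR2E3 corepressor binding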
HIF-2a inh: HIF-2a reporter inhibitors, primary screen, luminescence, 786-0 RCC cells; 786-0 RCC cells HIF-2a reporter, luciferase luminescence, overnight; inhibition, % at 18.8 µM; 360,000 compounds, 0.72% hits; AID 624352, 2012;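 active means inhibition of the luminescence signal of 40% or more relative to plate controls, in a single-dose primary screen at 18.75 µM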
iPSC survival up: enhancers of single-cell hiPSC survival, primary screen, ATPlite luminescence; 100% = ROCK inhibitor wells, 0% = DMSO; 360,000 compounds, 0.044% hits; survival enhancement, % at 20 µM; AID 602274, 2012; in the data active means survival enhancement above about 18%;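 further: cells exposed to compounds for 16 hours before the ATP read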
KKLEB cytotox: cytotoxicity in KKLEB CF airway cells, primary screen, cytotoxicity control for CF NF-kB inhibitor project, cell-based, uHTS, fluorescence assay plates; KKLEB CF airway cells viability, ATPlite luminescence, overnight; active compounds read low; cells stimulated with P. aeruginosa culture filtrate; activity change (cytotoxicity), % at 5 µM; 360,000 compounds, 0.36% hits; AID 602141, 2011;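 active means corrected activity change at or below -50% at 5 µM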
* hit, by the source's call; x = not tested or not shown. This is a subset; the hit share may differ from the screen's.

Value order – Peg3 prom inh, EBV LMP1 NFkB, TRAIL sens C8, NR2E3 ag-1, MITF TRPM1 inh, Shn3 3UTR inh, CF NFkB block, NR2E3 ag-2, HIF-2a inh, iPSC survival up, KKLEB cytotox
1	Fc1ccc(-c2cnn3c(-c4cccs4)ccnc23)cc1
→ -70, -54, 68*, x, 0, -18, -17, -135, -85, -3.6, -34
2	CCOC(=O)/C=c1\s/c(=C\c2ccc3c(c2)OCCO3)c(=O)n1CC(=O)NCC1CCCO1 (configuration not stated)
→ 6, 6, 5, 3, -2, -2, -18, -29, 19, -3.1, 10
3	COc1ccc(C(CNC(=O)CCNS(=O)(=O)c2ccccc2)N2CCOCC2)cc1 (configuration not stated)
→ 6, -6, -24, x, x, 0, -1, -20, -1, -1.4, -6
4	Cc1c(C(=O)NCCN(C)C)oc2ccc(S(=O)(=O)N3CCC4(CC3)OCCO4)cc12
→ 6, 2, -1, 1, -3, 2, 13, -4, 16, -0.7, 9
5	Cc1ccc(Cl)cc1N1CCN(C(=O)C2CCC(=O)N(C3CCCCCC3)C2)CC1 (configuration not stated)
→ -2, 26, 26, 2, 23, 86*, 32, 21, 0, 0.0, -20
6	O=C(C1CCCCC1)N(CCN1CCCC1)c1nc2ccccc2s1
→ -62, 0, -10, 1, -14, -18, 18, -35, -153, 1.1, 0
7	C[C@H](CO)N1C[C@H](C)[C@H](CN(C)S(C)(=O)=O)OCc2ccccc2-c2c(n(C)c3ccccc23)C1=O
→ 2, -3, -11, x, x, -3, 2, 6, 10, 2.1, 5
8	OCCC1CN(Cc2nc3c(s2)CCCC3)CCN1Cc1ccsc1 (configuration not stated)
→ 0, 0, -6, 0, 1, 14, 14, -27, -1, 0.0, -2
9	Cc1cccc(OCc2nnc(SCC(=O)c3cccs3)n2C)c1C
→ -3, -20, -6, 5, -9, 11, 6, -32, -22, -2.6, 2
10	O=C(c1cnn2c(C(F)(F)F)cc(-c3ccco3)nc12)N1CCCCCC1
→ 21, 1, 3, 0, -5, 7, 3, 1, 19, 8.8, 9

Remaining list, next part:
Value order – Peg3 prom inh, EBV LMP1 NFkB, TRAIL sens C8, NR2E3 ag-1, MITF TRPM1 inh, Shn3 3UTR inh, CF NFkB block, NR2E3 ag-2, HIF-2a inh, iPSC survival up, KKLEB cytotox
11	CC(=O)c1ccc(OCCCC(=O)NC2CCCCC2C)cc1 (configuration not stated)
→ 1, 5, 1, 1, 7, 5, 2, -19, 4, 0.1, 3
12	CSc1ccccc1C(=O)NC1CCCC1
→ 6, 1, -7, 1, 2, -8, 3, -15, 2, -0.2, 2
13	CS(=O)(=O)c1nc(S(=O)(=O)c2ccc(Cl)cc2)c(NCCCN2CCOCC2)s1
→ 7, -1, 7, -2, -25, -1, 17, 24, -6, -0.5, -6
14	Cc1nc2ccc(C(C(F)(F)F)(C(F)(F)F)C(F)(F)F)cc2[nH]1
→ 5, -5, -1, 2, -12, 4, 2, 0, 7, 0.3, 0
15	Cc1ccccc1C(=O)NCCNC(=O)c1ccccn1
→ 4, -5, 1, 3, -1, -16, -6, -32, 14, 0.9, -8
16	COc1ccc(-n2cnnc2SCC(=O)NC2CCCCC2)cc1
→ 6, 0, -7, x, 0, 5, -7, 0, 3, 0.2, 5
17	Cn1ccc(=O)c2cc([N+](=O)[O-])ccc21
→ 0, 0, -1, x, x, 14, -12, 22, 8, 1.2, 6
18	COc1ccc(CN2C(=NC(=O)C3CC3)SC3CS(=O)(=O)CC32)cc1 (configuration not stated)
→ 3, 0, 1, -1, 5, 1, -11, 4, 2, 0.0, 2
19	O=C(NC12CC3CC(CC(C3)C1)C2)C12CC3CC(C1)CC(n1cnc(Cl)n1)(C3)C2
→ 20, 2, 6, 0, 11, 12, 5, 10, 12, -2.8, -22
20	CC(=O)Nc1ccc(C(=O)OCC(=O)N(c2ccccc2)C2CCS(=O)(=O)C2)cc1 (configuration not stated)
→ 8, 4, 21, 2, 13, 3, 1, -5, 12, -0.1, 6

Remaining list, next part:
Value order – Peg3 prom inh, EBV LMP1 NFkB, TRAIL sens C8, NR2E3 ag-1, MITF TRPM1 inh, Shn3 3UTR inh, CF NFkB block, NR2E3 ag-2, HIF-2a inh, iPSC survival up, KKLEB cytotox
21	CC(C)C(=O)Nc1ccccc1C(=O)OCC(=O)c1ccc2c(c1)OCCO2
→ -111, -2, 5, 0, -14, -27, 17, 15, -130, -0.2, -7
22	O=C(CSCc1ccc([N+](=O)[O-])cc1)NCCSCc1ccccc1
→ 16, 10, 2, 2, 4, 19, -14, 2, -4, -1.3, 3
23	O=C(c1ccc([N+](=O)[O-])cc1)n1nc(-c2ccccc2)nc1NCc1ccc(F)cc1
→ -51, 3, -1, 1, -28, -15, 8, -61, -86, -0.2, -3
24	CC(=O)c1cccc(N(CC(=O)O)S(C)(=O)=O)c1
→ 2, 6, 11, 3, 6, 59, 3, 3, 18, 0.7, -7
25	Cc1ccc(CNc2nc(-c3cccs3)nc3ccccc23)cc1
→ 7, -5, -8, 1, -2, 10, 6, 16, 4, -3.4, -1
26	CCOC(=O)C1CCCN(C(=O)c2[nH]c(C(F)(F)F)nc2-c2ccccc2)C1 (configuration not stated)
→ 7, x, -29, x, x, -16, -7, 5, 15, 3.3, 15
27	O=C1CSC(=NC(=O)c2ccccc2)N1
→ 12, -3, -25, 2, 4, 3, -4, 22, -24, 2.1, 4
28	S=C(NN=Cc1ccccn1)Nc1ccccn1
→ -80, 76*, 25, x, x, 67, 74*, 53, -174, -1.8, -64*
29	COc1ccc(Cl)cc1NC(=O)CN(C)CC(=O)Nc1c(C)n(C)n(-c2ccccc2)c1=O
→ 14, 3, 1, 3, 2, -56, 15, -8, 9, -0.6, 1
30	CCOC(=O)c1sc2nc(C)c([N+](=O)[O-])c(COC)c2c1N
→ 0, -14, 6, 4, 3, 6, -8, -24, 8, -2.4, -4

New compounds follow
Value order – Peg3 prom inh, EBV LMP1 NFkB, TRAIL sens C8, NR2E3 ag-1, MITF TRPM1 inh, Shn3 3UTR inh, CF NFkB block, NR2E3 ag-2, HIF-2a inh, iPSC survival up, KKLEB cytotox
31	CCc1nnc(NS(=O)(=O)c2ccc(NC(=S)NC(=O)c3ccc(OC)cc3)cc2)s1
→ 24, -3, -4, -3, -6, -22, 4, 2, 11, 3.9, 16
32	COCCNc1oc(-c2ccc(C)cc2)nc1C#N
→ -271, -16, 2, 3, -65, -39, 1, -88, -164, 1.4, -8
33	Cn1c(N2CCOCC2)nc2c1c(=O)n(Cc1ccc(Cl)c(Cl)c1)c(=O)n2C
→ 33, 0, 0, 1, -3, 29, -2, -6, 31, 5.1, -12
34	CC(=O)c1ccc(NC(=S)N2CC(C)CC(C)C2)cc1 (configuration not stated)
→ -19, 1, 10, 0, -11, 6, -2, -15, -25, 2.6, 4
35	Cc1cc(SCC(=O)Nc2cccnc2Cl)nc2ccccc12
→ 20, 6, -5, -4, 0, 5, 12, 18, 4, 3.1, 7
36	CC(=O)N1N=C(c2ccc(Br)cc2)CC1c1cccc([N+](=O)[O-])c1 (configuration not stated)
→ 8, 7, -3, x, x, 8, -1, -10, -36, -0.2, -10
37	O=C1CCC(=O)N1c1nc2nc(-c3ccccc3)cc(-c3ccccc3)n2n1
→ 7, -6, 3, 2, 4, -5, -5, -3, 7, -1.5, -1
38	C[C@H](CO)N1C[C@H](C)[C@@H](CN(C)C(=O)Nc2ccc3c(c2)OCO3)Oc2ccc(NS(=O)(=O)c3ccc(F)cc3)cc2C1=O
→ 2, -3, -26, x, 5, 3, 0, -35, 3, -0.2, 0
39	O=C(CCOc1ccccc1)Nc1cccc(S(=O)(=O)Nc2ccccc2Cl)c1
→ 34, 5, 9, 3, 17, 26, 8, -9, 23, -1.6, -12
40	CC1(C)NC(=O)N(CC(O)CN(c2ccccc2)S(=O)(=O)c2ccc([N+](=O)[O-])cc2)C1=O (configuration not stated)
→ 4, -2, -4, -1, 6, -5, -12, -5, 4, 1.4, -6
41	O=C(CN(C(=O)Cn1nnc(-c2cccs2)n1)c1cnc2ccccc2c1)NCC1CCCO1 (configuration not stated)
→ 23, -2, -21, 2, 7, -15, -14, -15, -1, -1.0, 8
